Compound activity deposited in PubChem by NCI.
Growth percent in the NCI-60 one-dose screen (48 h, 10 µM unless noted): 100 = growth as untreated, 0 = no growth, -100 = all killed.
NCI/ADR-RES: NCI/ADR-RES ovarian cells; 81,000 tested, 4.4% active; AID 1794790
NCI-H226: NCI-H226 lung cancer | 79,000 tested, 3.5% active
NCI-H23: NCI-H23 lung cancer; AID 1794731; 80,000 tested, 4% active
OVCAR-5: OVCAR-5 ovarian cancer | 82,000 tested, 2.9% active
NCI-H322M: NCI-H322M lung cancer; 80,000 tested, 2.7% active; AID 1794733
NCI-H522: NCI-H522 lung cancer; AID 1794739; 78,000 tested, 8% active
OVCAR-8: OVCAR-8 ovarian cancer; 81,000 tested, 4.4% active
OVCAR-3: OVCAR-3 ovarian cancer; 79,000 tested, 7% active
NCI-H460: NCI-H460 lung cancer | 82,000 tested, 6.8% active | AID 1794736
Numbers without * were called inactive; · = no result given; [ ] = another dose, or the depositor's remark. How the source made its calls: active means growth percent below 10; inactive means the rest.

SMILES	NCI/ADR-RES	NCI-H226	NCI-H23	OVCAR-5	NCI-H322M	NCI-H522	OVCAR-8	OVCAR-3	NCI-H460
COc1ccc(/C=C2/C3=C([C@@H](c4ccc(OC)c(OC)c4)C(C#N)=C(N)O3)[C@H]3CCC2N3C)cc1OC	86.3	83.4	82.4	77.0	87.7	80.7	86.9	93.7	91.5
Oc1ccc(-c2nn(-c3ccccc3)cc2-c2nc3ccccc3o2)cc1	89.2	101.5	99.6	112.1	112.6	107.4	99.9	111.1	101.5
CC[C@@]1(C(N)=O)CC2C=CC1C2 (some centres undefined)	113.0	102.4	110.4	113.3	141.8	100.8	106.4	132.2	122.4
O=C(NCCCCO)c1cncnc1Nc1ccc(OCc2cccc(F)c2)c(Cl)c1	82.4	86.4	96.7	94.6	89.2	76.5	93.4	77.6	100.2
O=[N+]([O-])c1ccc(NNCNNc2ccc([N+](=O)[O-])cn2)nc1	100.1	97.1	94.9	108.1	100.1	76.7	108.6	104.2	108.3
Cc1cc(NC(=O)C(Cl)Cl)cc2c1OCO2	108.0	117.6	104.7	107.4	79.7	·	101.9	105.3	110.5
COc1cc2c(cc1OCCCCCN1CCN(c3ncnc4ccccc34)CC1)N=CC1CCCN1C2=O (centres undefined)	12.8	-58.2*	3.3*	23.8	-0.1*	-55.4*	1.3*	1.5*	5.3*
O=C1CSC(c2cccc([N+](=O)[O-])c2)N1c1nnc(Cn2cnnc2)o1 (centres undefined)	98.9	86.6	89.5	80.7	98.7	101.3	·	105.3	104.4
Cc1ccccc1SSc1ccccc1C	86.4	95.6	83.4	75.5	98.2	60.8	84.1	120.3	37.4
c1ccc(-c2nnsc2-c2ccccc2)cc1	113.4	93.0	104.8	100.0	114.0	·	101.7	115.0	105.7
C[C@@H]1CC[C@@H]2[C@@H]1[C@H](OC(=O)/C=C/c1ccccc1)[C@]1(c3ccccc3)C[C@@H](OC(=O)CO)[C@@]2(C)O1	62.1	88.8	102.1	99.8	88.0	88.5	54.3	102.6	92.0
CCOC(=O)c1[nH]c(C)c2c1CCc1cnc(Nc3ccccc3)nc1-2	108.6	99.1	83.2	82.8	80.8	87.4	98.1	117.6	76.9
Cc1cn(-c2nc3c(c(NCc4ccccc4)n2)COCC3)c2cccc(C(N)=O)c12	86.0[0.5 µM]	56.4[0.5 µM]	58.8[0.5 µM]	70.8[0.5 µM]	98.8[0.5 µM]	69.5[0.5 µM]	58.1[0.5 µM]	91.5[0.5 µM]	45.8[0.5 µM]
Nc1ccc(-c2nnc(NS(=O)(=O)c3ccccc3)s2)cc1	119.3	98.0	116.7	98.5	99.4	91.8	105.0	111.0	108.6
CC(=O)/C(=C/N1CC(=O)NC1=S)C(=O)Nc1ccc([N+](=O)[O-])cc1	99.0	110.2	87.5	96.1	96.7	76.0	107.5	109.7	100.0
Cc1c(/C=C/[N+](=O)[O-])ccc2c1[nH]c1ccccc12	107.8	54.3	93.3	105.7	134.0	94.8	94.1	123.0	95.4
CCCn1c(=O)c2[nH]c(-c3ccc(OCc4nc5ccc(F)cc5[nH]4)cc3)nc2n(CCC)c1=O	64.9	-36.1*	26.3	43.3	23.8	24.3	-41.3*	5.4*	-50.8*
COc1cc2nc(Cl)nc(Nc3cccc(C4=NN(C(C)=O)C(c5cc(OC)c(OC)c(OC)c5)C4)c3)c2cc1OC (centres undefined)	99.2	71.3	67.8	90.3	94.1	69.5	83.3	109.2	36.5
CCC(C)Nc1ccccc1 (centres undefined)	103.0	86.8	90.0	89.0	99.1	93.9	100.6	94.6	104.9
C=CC(=O)Nc1cccc(-c2nc(SC)nc(NCCCN(CC)CC)c2C#N)c1	100.9	89.9	97.4	105.3	101.6	98.8	91.9	106.9	103.5
Nc1nc(C(=O)N/N=C/c2ccc(N3CCCCC3)cc2)nn1-c1ccc(S(N)(=O)=O)cc1	101.0	101.3	95.6	114.0	101.9	93.7	98.4	98.4	103.1
CSc1ccc(Nc2ncnc(N)n2)cc1	105.2	·	107.6	103.2	103.9	91.9	96.0	116.1	100.2
O=C1CC(c2nc3ccccc3[nH]2)CN1Cc1ccccc1 (centres undefined)	103.5	91.3	95.9	113.7	91.6	92.0	96.1	104.2	102.8
COc1cc2oc(-c3cccc(NC(=O)[C@H](C)NC(=O)[C@H](C)NC(=O)OC(C)(C)C)c3)cc(=O)c2c(OC)c1OC	98.8	102.5	99.1	103.2	96.5	97.6	97.0	101.3	101.3
COc1ccc(NNS(=O)(=O)O)cc1	92.4	95.0	98.3	93.3	116.3	96.0	98.4	113.6	105.0
COC(=O)C1=C(C)NC(C)=C(C(=O)OC)C1c1ccccc1[N+](=O)[O-]	90.9	99.4	95.4	90.2	88.7	85.2	92.3	111.5	96.9
CC1CN1C(=O)Nc1ccc(Cc2ccc(NC(=O)N3CC3C)cc2)cc1 (centres undefined)	102.2	102.5	98.5	106.0	106.2	100.1	99.1	109.8	93.6
CN(C)CCCCNc1ccc(NCCCCN(C)C)c2c1C(=O)c1c(O)ccc(O)c1C2=O	-68.8*	101.8	-68.5*	-86.0*	56.1	-77.9*	-73.1*	100.4	-79.1*
COc1ccc(Cl)cc1/C=C/C(=O)/C=C(O)/C=C/c1cc(Cl)ccc1OC	73.4	81.3	91.7	99.5	95.3	43.9	92.3	65.0	94.5
COc1ccc2c3c(cnc2c1)C(=O)CCC3	104.8	91.3	100.6	103.8	99.9	97.7	·	103.1	111.2
CCC(=O)c1cc2ccccc2c2ccccc12	105.6	102.6	97.1	99.1	103.2	89.0	110.1	123.7	105.7
O=C(CN1C(=O)NC2NC(=O)NC21)N/N=C/c1ccc(Br)cc1 (centres undefined)	100.3	94.9	100.2	101.7	107.4	90.1	110.0	103.9	105.9
COc1cccc(C)c1[N+](=O)[O-]	110.8	110.1	101.5	102.3	119.6	·	109.8	116.9	103.9
O=C1Nc2ccc(Cl)cc2C1=O	91.5	82.5	85.5	96.3	112.9	97.7	92.0	106.8	97.2
C#CCOC(=O)[C@]1(C)CCC[C@]2(C)[C@H]3C[C@H]4C(C(C)C)=C[C@]3(CC[C@H]21)[C@@H]1C(=O)OC(=O)[C@@H]14	97.0	99.0	99.0	103.4	99.9	71.2	90.9	98.7	95.7
CC1(C)C(=O)/C(=C\c2ccccc2)C[C@]2(C)[C@H]3CC[C@@H]4[C@@H](C(=O)/C=C/c5ccccc5)CC[C@@]4(C)[C@]3(C)CC[C@@H]12	96.5	92.2	91.8	110.4	109.7	86.2	77.3	88.9	96.4
CCCCOc1ccc(OCCCC)cc1	104.5	102.1	104.1	109.0	97.7	117.7	104.7	107.9	107.7
Brc1ccc2[nH]cc(-c3nonc3-c3c[nH]c4ccc(Br)cc34)c2c1	81.2	87.3	83.6	77.7	72.8	63.9	80.5	92.9	88.5
CCNC(=S)NNC(=O)c1cc2ccc1CCc1ccc(cc1)CC2	100.8	105.9	97.7	96.2	95.1	92.7	102.3	98.6	103.4
N#Cc1c2c([nH]c(=O)c1C#N)CCCCC2	107.3	100.6	100.5	112.7	111.0	103.3	105.1	110.2	109.4
CN(C)c1oc(-c2cc3ccccc3oc2=O)nc1C#N	108.4	91.5	94.6	88.9	93.2	92.8	98.2	106.6	103.6
CCOC(=O)Nc1nc2ccc(SCC(C)C)cc2s1	14.1	46.6	40.9	50.2	36.7	4.9*	49.1	-16.4*	19.3
COc1ccc(-c2nc(SCC(=O)N3CCN(c4cc5c(cc4F)c(=O)c(C(=O)O)cn5C4CC4)CC3)nc(Cl)c2C#N)cc1OC	101.4	98.5	96.7	94.2	99.9	95.5	102.9	106.2	103.1
CC1CC(OC(=O)CCl)CC(C)(C)C1 (centres undefined)	105.5	101.6	112.6	95.9	98.7	81.8	98.0	107.3	107.1
CCOC(=O)c1cc2c(n1Cc1ccc(OC)cc1)-c1nc(N)sc1CCC2	87.0	82.3	82.9	112.3	96.7	76.4	75.6	104.0	99.6

Another view of some results above:
Structure,NCI/ADR-RES,NCI-H226,NCI-H23,OVCAR-5,NCI-H322M,NCI-H522,OVCAR-8,OVCAR-3,NCI-H460
COc1cc2nc(Cl)nc(Nc3cccc(C4=NN(C(C)=O)C(c5cc(OC)c(OC)c(OC)c5)C4)c3)c2cc1OC (centres undefined),99.2,71.3,67.8,90.3,94.1,69.5,83.3,109.2,36.5
CCC(C)Nc1ccccc1 (centres undefined),103.0,86.8,90.0,89.0,99.1,93.9,100.6,94.6,104.9
C=CC(=O)Nc1cccc(-c2nc(SC)nc(NCCCN(CC)CC)c2C#N)c1,100.9,89.9,97.4,105.3,101.6,98.8,91.9,106.9,103.5
Nc1nc(C(=O)N/N=C/c2ccc(N3CCCCC3)cc2)nn1-c1ccc(S(N)(=O)=O)cc1,101.0,101.3,95.6,114.0,101.9,93.7,98.4,98.4,103.1
CSc1ccc(Nc2ncnc(N)n2)cc1,105.2,·,107.6,103.2,103.9,91.9,96.0,116.1,100.2
O=C1CC(c2nc3ccccc3[nH]2)CN1Cc1ccccc1 (centres undefined),103.5,91.3,95.9,113.7,91.6,92.0,96.1,104.2,102.8
COc1cc2oc(-c3cccc(NC(=O)[C@H](C)NC(=O)[C@H](C)NC(=O)OC(C)(C)C)c3)cc(=O)c2c(OC)c1OC,98.8,102.5,99.1,103.2,96.5,97.6,97.0,101.3,101.3
COc1ccc(NNS(=O)(=O)O)cc1,92.4,95.0,98.3,93.3,116.3,96.0,98.4,113.6,105.0
COC(=O)C1=C(C)NC(C)=C(C(=O)OC)C1c1ccccc1[N+](=O)[O-],90.9,99.4,95.4,90.2,88.7,85.2,92.3,111.5,96.9

Carrying on:
SMILES	NCI/ADR-RES	NCI-H226	NCI-H23	OVCAR-5	NCI-H322M	NCI-H522	OVCAR-8	OVCAR-3	NCI-H460
Nc1ncnc2c1C(c1ccc(Br)cc1)c1sc3c(F)cccc3c1O2 (centres undefined)	96.1	81.5	88.5	99.8	95.9	84.2	100.8	103.3	92.1
CC1CCC2CC(=O)NC(=O)CC12 (centres undefined)	·	97.0	119.0	96.5	109.9	·	99.8	106.8	103.5
O=C(Nc1ccc2c3c(cccc13)CC2)c1cc2c([nH]c1=O)CCCC2	107.3	94.3	102.4	112.9	115.9	94.5	100.5	119.9	106.6
CCc1cccc(CC)c1NC(=O)c1ccc(C)cc1	96.2	102.6	96.5	107.0	101.4	93.5	105.2	115.0	105.6
CSC1=NC(c2ccc(Cl)cc2)C(C(C)=O)=C(C)N1 (centres undefined)	103.2	101.3	103.4	108.3	106.8	92.6	99.4	116.1	101.3
Cc1ccc(NC(=O)N[C@@H](Cc2cc(F)cc(F)c2)C(=O)NC2C(=O)N3C[C@H](O)C[C@H]3C(=O)N3CCCC[C@H]3C(=O)N[C@@H](CO)C(=O)N3C[C@H](C)C[C@H]3C(=O)O[C@H]2C)c(F)c1 (some centres undefined)	106.6	8.5*	28.2	43.8	70.7	26.9	44.1	·	37.3
O=c1[nH]c2ccccc2c2ccc(Cl)cc12	76.7	·	83.7	86.2	107.2	87.7	82.0	76.4	100.0
CCCCCCCCCCCCCCCCOc1ccc(C(=O)NN)cc1N	96.6	90.0	98.8	94.2	83.7	87.4	90.8	89.8	100.2
O=C(NN1C(=O)/C(=C/C=C/c2ccc([N+](=O)[O-])o2)SC1=S)c1ccc(O)cc1	-22.3*	-86.3*	-85.7*	-98.7*	-78.5*	-98.1*	-70.9*	-88.6*	-54.0*
CSC(=O)/C(CCC=C(C)C)=C1\[C@@H](OC(C)=O)C[C@@]2(C)[C@H]1CC(=O)[C@H]1[C@@]3(C)CCC(=O)[C@@H](C)[C@@H]3CC[C@@]12C	101.9	·	99.5	107.3	100.3	98.0	96.2	111.0	111.8
CN(C)c1ccc(CC(N)C(=O)O)cc1 (centres undefined)	96.4	87.1	99.4	98.6	108.9	90.6	97.5	107.5	101.6
COc1ccc2c(c1)/C(=C\c1c[nH]c3ccc(Br)cc13)C(=O)N2	79.1	93.2	90.2	95.4	82.8	97.8	87.4	100.7	87.9
C=C(C)C(CCC(C)C)(C(=O)OCC)C(=O)OCC	113.2	108.2	105.7	123.9	104.8	92.4	96.4	113.1	104.9
Cc1ccc(-n2cc(-c3ccccc3)c(C3=NCCN3)c2N)cc1	98.9	66.0	90.0	98.8	91.2	82.4	94.1	93.2	88.1
Nc1cccc2c(S(=O)(=O)O)cccc12	·	85.4	90.9	·	111.4	104.7	98.7	109.6	104.7
O=S(=O)(CCN1CCOCC1)Nc1cc(-c2ccc3ncnc(Nc4ccc(F)c(Cl)c4)c3c2)cnc1Cl	48.6	26.9	28.0	12.1	0.3*	17.2	16.1	-8.2*	14.8
NC(N)=Nc1ccc(C(=O)Oc2ccc([N+](=O)[O-])cc2CN2CCCCC2)cc1	105.4	96.4	99.3	106.0	97.4	90.6	97.1	107.9	105.5
CSc1nc2ccccc2[nH]1	110.5	114.9	106.6	91.4	107.3	74.7	91.2	111.8	99.7
CNC(=O)c1c(NC(=O)c2cccc(C(F)(F)F)c2F)sc2c1CCC(=O)C2	7.8*	16.2	8.6*	4.8*	82.4	4.8*	16.8	12.5	7.3*
O=C(c1ccc(O)c(O)c1)[C@@H](Cl)[C@]1(O)C(=O)Nc2ccccc21	99.3	93.9	98.8	88.7	101.3	95.9	99.8	116.3	97.2
O=C1C(=O)c2c(nc3ccc(Br)cn23)-c2ccccc21	-31.4*	-92.6*	-38.7*	-76.9*	-96.6*	-72.6*	-90.7*	-51.4*	-63.2*
Cc1c(C(=O)NO)sc2ncnc(Nc3ccccc3)c12	96.2	89.3	90.5	98.4	101.8	86.6	104.5	96.9	101.7
